Source: PubChem BioAssay (several laboratories)
IL1B NFkB inh – blocks IL-1B driven NFkB nuclear translocation in HUVEC cells. HUVEC IL-1B NFkB p65 nuclear translocation imaging. inhibition, % at 2 µM. actives 0.43% (n = 94,000). AID 796;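 active = inhibition above about 30% together with a positive call from visual inspection of the well image, limit read from the data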;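 note: nuclear over cytoplasmic p65 intensity ratio measured by imaging; 0% = IL-1B stimulated DMSO wells and 100% = unstimulated DMSO wells; values of inactives mirror those of a sister screen read the other way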
PLAP inhibitors HTS – inhibition of human placental alkaline phosphatase – biochemical, luminescence, HTS (AID 690) | purified PLAP, luminescent substrate; higher % means a stronger effect | one-dose inhibition, % at 20 µM; IC50 in µM for titrated hits | actives 0.08% (n = 96,000); in the data active = a potency from the dose series; inactive = the rest, 99 in 100 with inhibition below about 30%; note: strong numbers were not always called active
Bcl-B TR3 displacers – displacers of TR3 peptide from Bcl-B, primary screen, selectivity assay for Bfl-1 inhibitor project, biochemical, fluorescence polarization | FP displacement of FITC-TR3 peptide from Bcl-B; higher % means a stronger effect | displacement, % at 20 µM; hits with a dose series show IC50 in µM | actives 0.11% (n = 96,000);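 active = displacement above 50% at 20 µM plus a fluorescence interference ratio under 1.5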;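 note: plate controls were wells without compound for no effect and wells lacking Bcl-B protein for full effect; a part of the inactive calls stands beside numbers as strong as those of hits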
IL1B NFkB pot – enhances IL-1B driven NFkB nuclear translocation. actives 0.3% (n = 94,000). activation, % at 2 µM. AID 819. HUVEC IL-1B NFkB p65 nuclear translocation imaging;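 active = activation above 40%, about the mean plus 3 SD, also judged a hit on visual image review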;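 note: percent activation is computed from the nuclear over cytoplasmic p65 intensity ratio; values of inactives mirror those of a sister screen read the other way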
MRP reversal – MRP-mediated drug resistance reversal | H69AR cells + 2 uM doxorubicin, CellTiter-Glo, 72 h | differential viability (reversal), % at 10 µM | actives 0.04% (n = 85,000) | AID 602;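 active = viability drop by adding the cancer drug above about 55%, with treated viability meeting a 40% cutoff, limit read from the data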;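 note: viability without doxorubicin minus viability with 2 µM doxorubicin for each compound; larger differential means the compound sensitizes cells more to doxorubicin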
MRP reversal cytotoxicity – second read-out of MRP reversal, no call of its own (marks repeat the call); viability, %; H69AR cells, CellTiter-Glo, 72 h; measured here: cytotoxicity without doxorubicin
MRP reversal with doxorubicin – further read-out of MRP reversal, marked with its call; viability, %; measured here: viability with 2 uM doxorubicin; hits give low values
IL1B NFkB inh cell count 2 µM – recorded beside IL1B NFkB inh, whose call it bears; cell count; measured here: cells passing quality filter;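 raw number of nuclei counted in each imaged well without normalization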
IL1B NFkB pot cell count 2 µM – further read-out of IL1B NFkB pot, marked with its call; cell count; measured here: cells passing quality filter
* = called active by the depositor; i = inactive; · = no result given.

SMILES	IL1B NFkB inh	IL1B NFkB inh cell count 2 µM	PLAP inhibitors HTS	Bcl-B TR3 displacers	IL1B NFkB pot	IL1B NFkB pot cell count 2 µM	MRP reversal	MRP reversal cytotoxicity	MRP reversal with doxorubicin
O/N=C1/CCCSc2ccccc21	-48	149	3%	10%	48*	149*	·	·	·
Cc1ccc2nc(Nc3ccc4[nH]c(=O)[nH]c4c3)c(-n3nc(C)cc3C)nc2c1	-17	110	23%	-10%	17	110	·	·	·
CCCCCOCC1CC(C/C(C)=N/Nc2nc(-c3ccccc3)cs2)C(=O)O1 (stereo unspecified)	-11	142	-11%	1%	11	142	·	·	·
CS(=O)(=O)N(CC(=O)Nc1ccc2c(c1)OCO2)Cc1ccc(Cl)cc1	-4	156	-4%	4%	4	156	-26	60	86
COCCN(C(=O)CCCC(=O)Nc1ccccn1)C(C(=O)NC1CCCC1)c1ccc(C)cc1 (stereo unspecified)	-2	165	-55%	4%	2	165	13	86	73
c1ccc2sc(NC3=NCN(C4CCCCC4)CN3)nc2c1	2	159	-4%	-10%	-2	159	-4	96	101
O=C(Cc1ccccc1F)Nc1ccc(Cl)nc1	-5	80	·	·	5	80	-2	90	91
CC(=O)c1cc2c(cc1NC(=O)CN1CCC(Cc3ccccc3)CC1)OCO2	1	188	9%	15%	-1	188	35	94	59
O=C1CSC(=Nc2ccccc2)N1	-5	49	5%	-7%	5	49	0	88	89
CCOC(=O)CN1CC23C=CC(O2)C(C(=O)O)C3C1=O (stereo unspecified)	-20	59	20%	7%	20	59	-10	96	105
Cc1c(O)nc(SC2CC(=O)N(c3ccccc3)C2=O)[nH]c1=O (stereo unspecified)	-5	140	-14%	-4%	5	140	-4	98	101
CCCCOCCCNC(=O)COc1ccccc1	-7	151	19%	-7%	7	151	3	95	92
O=C(Nc1ccc(S(=O)(=O)N2CCCCC2)cc1)c1ccc(CN2CCc3ccccc3C2)cc1	4	156	-37%	-5%	-4	156	·	·	·
CCCCCNC(=O)c1cc(S(=O)(=O)N2CCCCC2)ccc1F	·	·	8%	-12%	·	·	-2	96	98
Cc1cc(C(=O)Nc2ccon2)cs1	17	99	-25%	-9%	-17	99	2	98	96
COC(=O)CC1=NC(=O)CS1	·	·	32%	-1%	·	·	-9	83	92
CCOc1cc(OCC)cc(C(=O)Nc2cccnc2)c1	·	·	18%	0%	·	·	5	76	71
O=C(CSc1nc2ccc(NC(=O)CSc3nnnn3Cc3ccccc3)cc2s1)Nc1ccccc1	1	110	·	·	-1	110	-3	107	110
COc1ccc(N2CCN(C(c3cc(OC)ccc3OC)c3nnnn3Cc3ccco3)CC2)cc1 (stereo unspecified)	·	·	-44%	-2%	·	·	·	·	·
CCOC(=O)C1=C(C)NC(=O)NC1	5	175	10%	11%	-5	175	·	·	·
COc1ccc(CN2C(=O)NC3(CCCCC3)C2=O)cc1F	10	152	-5%	1%	-9	152	·	·	·
Cn1c(=O)[nH]c(=O)c2c1nc(N1CCCCCC1)n2CCCSc1nc2ccccc2o1	0	176	2%	-6%	0	176	11	81	70
COc1ccc(CNC(=O)c2cnn3c(C(F)F)cc(C)nc23)cc1	5	74	·	·	-5	74	23	91	67
Cc1nnc(SCC(=O)Nc2nc(C(C)(C)C)cs2)s1	-7	200	16%	-5%	7	200	-1	95	96
CC/C(=N\NC(=O)c1csc(C)c1C)c1cccs1	3	174	24%	0%	-3	174	·	·	·
COCCCN=C(c1ccco1)n1c(=S)nc(-c2ccco2)n(CCCOC)c1=S	2	149	-62%	6%	-2	149	-7	88	95
Cc1nc2ccc(S(=O)(=O)NCC(=O)N3CCC(N4CCCCC4)CC3)cc2s1	11	101	-16%	9%	-11	101	8	87	79
O=C1NC(=S)N/C1=C/c1cc([N+](=O)[O-])ccc1O	6	168	i	-129%	-6	168	5	94	89
CN(C(=O)CSc1nnc(Cc2cccc3ccccc23)n1N)C1CCS(=O)(=O)C1 (stereo unspecified)	16	148	-23%	1%	-17	148	·	·	·
CCOCCn1c(SCCCc2ccccc2)nc2c1c(=O)[nH]c(=O)n2C	-7	62	·	·	7	62	-1	79	80
CC1(C)CC(C2N3CC4(C)CN2CC(C)(C3)C4=O)CCO1 (stereo unspecified)	-6	96	3%	0%	6	96	21	97	76
COc1ccc(C/C(N)=N/OC(=O)Cc2ccc(OC)c(OC)c2)cc1	4	132	-7%	-8%	-4	132	·	·	·
CCOC(=O)/C=C1\SCC(=O)N1Cc1nnc(-c2ccccc2Br)o1	2	157	9%	-13%	-2	157	-6	81	87
Cc1ccc2cc(CN(CC3CCCO3)C(=O)C(C)C)c(=O)[nH]c2c1 (stereo unspecified)	0	94	·	·	0	94	6	93	86
Cn1c(=O)c2c(ncn2CC(=O)N2CCN(c3ccc(F)cc3)CC2)n(C)c1=O	-3	140	-15%	-7%	3	140	17	92	75
CCOC(=O)Cn1c(=O)c2c(nc(N3CCCCC3)n2C)n(C)c1=O	-17	76	-55%	-3%	17	76	37	64	27
Cc1ccc2c(c1)-c1c(ssc1=S)C(C)(C)N2C(=O)CN1C(=O)c2ccccc2C1=O	7	64	-5%	1%	-7	64	·	·	·
CCc1nnc(NC(=O)C2CCN(c3cnccn3)CC2)s1	-12	170	6%	-2%	12	170	-8	79	86
CCC(C)NC(=O)C1c2ccccc2C(=O)N(c2ccc(OC)cc2)C1c1ccc(OC)cc1 (stereo unspecified)	-2	164	-81%	-10%	2	164	-3	77	79
COC(=O)c1ccccc1NC(=O)CSc1nc(-c2ccco2)cc(C(F)(F)F)n1	·	·	16%	4%	·	·	-27	24	50
CC(c1ccco1)N(C(=O)c1ccc(S(=O)(=O)N2CCCCC2)cc1)c1ccccn1 (stereo unspecified)	-12	112	-47%	-1%	12	112	10	86	76
COc1ccc2c(c1)c(C(C)=O)c(C)n2-c1ccccc1	8	165	2%	6%	-8	165	-7	81	87
CCCCn1c(-c2nn(C)c(C)c2Cl)n[nH]c1=S	-14	161	-2%	-2%	14	161	7	98	92
COc1ccc(/C(N)=N/OC(=O)Cc2ccc(OC)c(OC)c2)cc1	4	163	-24%	-7%	-4	163	·	·	·
Nc1nonc1-c1nc2ccccc2n1CC(=O)N1CCN(c2ccc(F)cc2)CC1	4	105	11%	-6%	-4	105	26	72	46
CC1(C)Cc2c(sc3ncn4nc(-c5ccco5)nc4c23)CO1	-16	98	·	·	16	98	-5	78	82
COc1ccc2c(c1)c(N=O)c(O)n2C	-3	128	16%	2%	3	128	·	·	·
COc1cc(CNCCN2CCOCC2)ccc1OCc1ccccc1Cl	4	103	-34%	8%	-4	103	·	·	·

5 compounds out of the list above, sorted by the value under IL1B NFkB pot, smallest number first.
smiles | PLAP inhibitors HTS | Bcl-B TR3 displacers | IL1B NFkB pot | IL1B NFkB pot cell count 2 µM
COc1ccc2c(c1)c(C(C)=O)c(C)n2-c1ccccc1 | 2% | 6% | -8 | 165
COc1cc(CNCCN2CCOCC2)ccc1OCc1ccccc1Cl | -34% | 8% | -4 | 103
CCC(C)NC(=O)C1c2ccccc2C(=O)N(c2ccc(OC)cc2)C1c1ccc(OC)cc1 (stereo unspecified) | -81% | -10% | 2 | 164
CCc1nnc(NC(=O)C2CCN(c3cnccn3)CC2)s1 | 6% | -2% | 12 | 170
CC1(C)Cc2c(sc3ncn4nc(-c5ccco5)nc4c23)CO1 | · | · | 16 | 98

Additional records:
SMILES	IL1B NFkB inh	IL1B NFkB inh cell count 2 µM	PLAP inhibitors HTS	Bcl-B TR3 displacers	IL1B NFkB pot	IL1B NFkB pot cell count 2 µM	MRP reversal	MRP reversal cytotoxicity	MRP reversal with doxorubicin
Cc1ccc(N2C(=O)c3cccc4c(N5CCN(C)CC5)ccc(c34)C2=O)c2cccnc12	13	184	-25%	0%	-13	184	25	46	21
CCOC(=O)Cc1csc(N/N=C/c2ccc(C(F)(F)F)cc2)n1	-1	179	-2%	-11%	1	179	·	·	·
O=C(c1ccccc1)c1sc(N2CCCCCC2)nc1-c1ccccc1	12	195	-9%	-8%	-12	195	·	·	·
CC(=O)c1cccc(NC(=O)C=C(C)C)c1	5	147	17%	-10%	-5	147	8	94	86
O=C(CC(=O)N/N=C\c1c(Cl)cccc1Cl)NCc1ccccc1	-3	144	12%	-4%	2	140	·	·	·
COc1ccc(OC)c(NC(=O)CSc2nnc(C3CCCCC3)n2-c2ccccc2)c1	-26	128	·	·	26	128	-15	45	60
Cc1cc(N2CCN(c3ccccc3)CC2)nc(-c2ccccc2)n1	7	182	-28%	-4%	-7	182	-13	88	101
Cc1ccc(S(=O)(=O)N(C)CC(=O)Nc2ccccc2)cc1	-1	113	-9%	-6%	1	113	9	88	79
Nc1ccc(Nc2ccccc2)cc1	4	118	28%	1%	-4	118	-4	15	20
COCCn1c(SCC(=O)Nc2ccc(S(=O)(=O)N(C)C)cc2)nc2ccccc21	-4	166	25%	3%	4	166	-16	35	50
COc1nc(Nc2ccc(-c3nc4ccccc4o3)cc2)nc(N2CCOCC2)n1	8	131	·	·	-8	131	26	50	24
CCC(=O)Oc1ccc(-c2nc(-c3cccnc3)no2)cc1	8	81	5%	-1%	-8	81	16	104	88
COc1ccc2cc3cc(C(=O)NCc4ccccn4)oc3nc2c1	-2	219	-24%	0%	2	219	·	·	·
COCCCNC(=O)CNC(=S)N(Cc1ccc(F)cc1)C1CCCCC1	-7	129	-36%	4%	7	129	26	92	66
O=C(CSc1n[nH]c(-c2ccc(Cl)cc2Cl)n1)Nc1ccccn1	-4	160	-74%	6%	3	160	·	·	·
COC(=O)CSc1nnc(-c2ccc3c(c2)OCO3)n1C	-8	166	-12%	0%	8	166	-1	90	91
CC(=O)N1N=C(c2ccncc2)OC12CCCC2	5	56	20%	5%	-5	56	5	96	92
Cc1cccc(NC2=NC(C)(C)N=C(N)N2)c1C	0	161	23%	2%	-1	161	-21	76	98
COc1cccc(NC(=O)c2ccn(C)n2)c1	-5	132	·	·	5	132	-3	100	103
O=c1c2ccccc2c(C=Nc2cccc(O)c2)c(O)n1-c1ccc2c(c1)OCO2	6	160	-26%	-91%	-6	160	·	·	·
CC(=O)Nc1ccc(N2C(=O)CC(N3CCN(Cc4ccc5c(c4)OCO5)CC3)C2=O)cc1 (stereo unspecified)	8	94	·	·	-7	94	-8	57	65
CCOc1ccc(C2OC34CCCCC3C(C#N)(C#N)C2(C#N)C(=N)O4)cc1OC (stereo unspecified)	-10	182	-1%	2%	10	182	-13	57	70
O=C(Cc1csc(N2CCOCC2)n1)N/N=C/c1cccc(O)c1	-5	168	-58%	5%	5	168	·	·	·
COC(=O)c1[nH]c2cccc(OC)c2c1NC(=O)CN1CCN(c2cccc(OC)c2)C(C)C1 (stereo unspecified)	-15	188	-46%	-3%	15	188	·	·	·

Looked up one by one from above (2):
SMILES	IL1B NFkB inh	IL1B NFkB inh cell count 2 µM	PLAP inhibitors HTS	Bcl-B TR3 displacers	IL1B NFkB pot	IL1B NFkB pot cell count 2 µM	MRP reversal	MRP reversal cytotoxicity	MRP reversal with doxorubicin
COc1ccc(CNC(=O)c2cnn3c(C(F)F)cc(C)nc23)cc1	5	74	·	·	-5	74	23	91	67
O=C(CSc1n[nH]c(-c2ccc(Cl)cc2Cl)n1)Nc1ccccn1	-4	160	-74%	6%	3	160	·	·	·

Continuation.
SMILES	IL1B NFkB inh	IL1B NFkB inh cell count 2 µM	PLAP inhibitors HTS	Bcl-B TR3 displacers	IL1B NFkB pot	IL1B NFkB pot cell count 2 µM	MRP reversal	MRP reversal cytotoxicity	MRP reversal with doxorubicin
CCCNC(=O)Cc1cc(=O)[nH]c(=O)[nH]1	-3	52	3%	3%	3	52	·	·	·
Cc1cccc(C)c1NC(=O)C1CC(=O)N(C(C)C)C1 (stereo unspecified)	-9	155	-2%	5%	9	155	-6	105	111
CC1(C(=O)O)CCC(C(=O)Nc2ccc3ccccc3c2)C1(C)C (stereo unspecified)	-12	206	-32%	-4%	12	206	14	103	89
CSCC[C@H](Nc1ncnc2sc(C)c(C)c12)C(=O)O	-23	150	-22%	-15%	23	150	-3	105	108
CC(=O)/C(=C/N(C)C)Sc1ccc(C)cc1	-10	44	13%	2%	10	44	0	98	98
CC(=O)Nc1ccc(S(=O)(=O)Nc2nc3ccccc3nc2N2CCCCCC2)cc1	0	108	-14%	-14%	0	108	-9	78	87
CCOc1ccc(/C=N/n2cnnc2)cc1	-22	118	2%	-2%	22	118	·	·	·
Cc1c(C(=O)NCc2cccs2)oc2ccc(Br)cc12	-16	130	-3%	6%	16	130	·	·	·

The list is partial; rates above refer to the full screens.
